M1 antag – human M1 muscarinic receptor antagonists, primary screen, CHO-K1 cells, Fluo-8 calcium fluorescence, 1536-well | AID 588852, 2011 | Muscarinic acetylcholine receptor M1 (Homo sapiens), P11229 | inhibition, % at 3 µM | CHO-K1 hM1, ACh EC80 antagonist | hit rate 1.3% among 360,000;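 active = percent inhibition above its own plate's cutoff, namely the mean of that plate's compound wells plus 3 SD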;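 note: peak over basal fluorescence ratio during 140 s after agonist addition; 0% = ACh EC80 plus DMSO and 100% = DMSO alone without agonist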
CHRM1 agonist – human M1 muscarinic receptor agonists, primary screen, Fluo-8 calcium fluorescence, CHO-K1 cells, HTS. AID 588814, 2011. Muscarinic acetylcholine receptor M1 (Homo sapiens), P11229. activation, % at 3 µM. hit rate 0.33% among 360,000. CHO-K1 hM1, agonist mode; 0% DMSO, 100% acetylcholine EC100;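 active = activation above the run's mean compound activation plus 3 SD, cut at about 16% in these data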;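 note: peak over basal fluorescence ratio within a 140 s kinetic read after compound addition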
TAAR1 agonist – human TAAR1 agonists, primary screen, Fluo-8 calcium fluorescence, CHO RD-HGA16 cells. vehicle wells 0%, saturating PEA agonist 100%. hit rate 0.99% among 360,000. activation, % at 3 µM. Trace amine-associated receptor 1 (Homo sapiens), Q96RJ0;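 active = activation above the mean activation of all test compounds in the run plus 3 SD, cut at about 38% in these data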
Target sequence (Q96RJ0 whole entry, looked up): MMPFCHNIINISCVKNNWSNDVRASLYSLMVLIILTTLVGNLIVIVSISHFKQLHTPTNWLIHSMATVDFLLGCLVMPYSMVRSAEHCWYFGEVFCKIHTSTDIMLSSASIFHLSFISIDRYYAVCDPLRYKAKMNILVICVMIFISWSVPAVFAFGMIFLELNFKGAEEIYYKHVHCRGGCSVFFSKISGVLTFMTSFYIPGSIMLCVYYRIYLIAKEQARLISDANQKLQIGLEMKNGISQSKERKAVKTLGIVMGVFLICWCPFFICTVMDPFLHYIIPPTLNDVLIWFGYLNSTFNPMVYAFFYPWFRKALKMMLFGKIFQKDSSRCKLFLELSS
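Test system: RD-HGA16 (CHO) cells co-expressing Gα16 and hTAAR1; dosing: one-point dosing at 3 µM (nominal); timing: 17-24 h seeding, 75 min 37 °C dye, 30 min RT; signal: kinetic Fluo-8 calcium fluorescence; read-out basis: % activation relative to PEA EC100 response; controls: DMSO and PEA EC100; replicates: n 1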
OXTR potentiator – human OXTR potentiators, primary screen, fluorescence, CHO-OTR cells, Fluo-8 calcium | hit rate 0.061% among 320,000 | Fluo-8 calcium fluorescence, potentiator mode; 0% = oxytocin EC15, 100% = EC100 | AID 2445, 2010 | activation, % at 3 µM | Oxytocin receptor (Homo sapiens), P30559;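 active = activation above that plate's cutoff, the mean activation of tested compounds plus 3 SD, cut at about 6.6% in these data, passing the limit was not always enough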;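 note: 100% uses oxytocin at 75 nM as the full agonist control; some results filed as inactive read as strong as hits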
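Material: CHO-OTR cells, human receptor; compound dosing: single dose, 3.0 µM nominal final compound concentration; schedule: 6 min compound pre-incubation at room temperature, 100 s kinetic read; measured by: kinetic Fluo-8 calcium fluorescence; read-out basis: % activation vs EC15 and EC100 oxytocin; controls: EC15 oxytocin alone as 0%, 75 nM oxytocin as 100%; replicates: singlicate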
CHO parental Ca – ATP-evoked calcium signal inhibitors, parental CHO, primary screen, counter-screen for OX1R antagonist project, cell-based, fluorescence, Fluo-8 calcium dye; hit rate 0.63% among 330,000; inhibition, % at 5.6 µM; parental CHO-K1, ATP-induced calcium, Fluo-8 fluorescence; AID 463079, 2010;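 active = inhibition above that plate's mean sample inhibition plus 3 SD, cut at about 26% in these data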;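 note: 0% = ATP-challenged DMSO wells and 100% = DMSO wells without ATP; some compounds past the cut are filed as inactive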
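Test system: untransfected parental CHO cell line. Compound: one dose, 5.6 µM nominal. Detection: intracellular calcium via Fluo-8 no-wash fluorescent dye. Measure: % inhibition. Benchmarks: ATP-challenged DMSO wells low, unchallenged DMSO wells high.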
CHRM1 PAM – human M1 muscarinic receptor positive allosteric modulators, primary screen, CHO-K1 cells, Fluo-8 calcium fluorescence, 1536-well; AID 588819, 2011; CHO-K1 hM1, ACh EC20; 0% = ACh EC20, 100% = maximal ACh; activation, % at 3 µM; hit rate 0.088% among 360,000; in the data active = activation above about 19%, passing the limit was not always enough
OXTR ag – human OXTR agonists, primary screen, fluorescence, CHO-OTR cells, Fluo-8 calcium | Oxytocin receptor (Homo sapiens), P30559 | Fluo-8 calcium fluorescence; normalized: DMSO 0%, oxytocin 100% | activation, % at 3 µM | hit rate 0.32% among 320,000;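 active = activation above the mean of all tested compounds plus 3 SD, cutoff set per screening run, cut at about 20% in these data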;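 note: peak over basal fluorescence ratio from a 100 s FLIPR kinetic read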
TAAR1 antagonist – human TAAR1 antagonists, primary screen, Fluo-8 calcium fluorescence, CHO RD-HGA16 cells | inhibition, % at 3 µM | hit rate 1.5% among 360,000 | antagonist | Trace amine-associated receptor 1 (Homo sapiens), Q96RJ0;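 active = inhibition above a per-plate cutoff, the mean inhibition of test compounds on that plate plus 3 SD, cut at about 49% in these data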;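 note: 0% = DMSO plus EC80 beta-PEA response and 100% = DMSO alone without agonist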
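System: RD-HGA16 CHO cells with stable hTAAR1 and Gα16 | Probe or stimulus: EC80 β-phenethylamine stimulus | Dosing: 3 µM, single point | Times: Dye loading 75 min at 37 °C, then 30 min room temperature | Measured by: Fluo-8 calcium-sensitive fluorescence | Read-out basis: % inhibition of agonist calcium response | Replicates: n of 1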
V1aR counter – agonists of human V1a receptor, primary screen, counter-screen for OXTR agonist project, fluorescence, CHO-V1R cells; hit rate 0.25% among 320,000; Fluo-8 calcium fluorescence, agonist mode; 0% DMSO, 100% 3 nM vasopressin; AID 2797, 2010; Vasopressin V1a receptor (Homo sapiens), P37288; activation, % at 3 µM;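 active = activation above the mean activation of all tested compounds plus 3 SD, per screening run, cut at about 20% in these data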;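 note: signal is peak over basal fluorescence ratio across a 100 second FLIPR read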
Target sequence (P37288 whole entry, looked up): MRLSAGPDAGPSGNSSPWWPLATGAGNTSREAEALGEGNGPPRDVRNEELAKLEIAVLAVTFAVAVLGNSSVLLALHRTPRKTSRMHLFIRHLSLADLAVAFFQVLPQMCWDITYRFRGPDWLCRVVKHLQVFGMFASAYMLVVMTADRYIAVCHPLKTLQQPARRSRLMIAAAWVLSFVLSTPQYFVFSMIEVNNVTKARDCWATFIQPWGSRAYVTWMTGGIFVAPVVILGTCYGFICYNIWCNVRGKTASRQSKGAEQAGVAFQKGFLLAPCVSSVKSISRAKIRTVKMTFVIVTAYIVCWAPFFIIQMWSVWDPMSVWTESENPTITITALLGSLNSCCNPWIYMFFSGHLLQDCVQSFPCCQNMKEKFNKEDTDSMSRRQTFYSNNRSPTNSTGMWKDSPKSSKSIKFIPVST
An asterisk follows results filed as active; · = no result given. No enrichment for hits; overall some 3.7% were active at least once.

#	SMILES	M1 antag	CHRM1 agonist	TAAR1 agonist	OXTR potentiator	CHO parental Ca	CHRM1 PAM	OXTR ag	TAAR1 antagonist	V1aR counter
1	CC(NC(=O)Nc1ccc(Cl)cc1)c1ccc2c(c1)OCO2 (stereo not given)	1	0	1	-10	4	-4	0.2	1	4.3
2	CCCC(=O)Nc1ccccc1NC(=O)c1cc(OC)c(OC)c(OC)c1	-1	-4	7	3	-18	2	0.5	15	-0.4
3	O=c1c2ccccc2c(/C=N/c2nnc(Cc3ccccc3)s2)c(O)n1-c1ccc(Cl)cn1	-17	1	1	1	-17	22	0.1	-16	0.6
4	N#C/C(=C(/O)Cc1cccc2ccccc12)c1nc2ccccc2s1	-3	2	18	-14	-6	9	3.2	-2	3.2
5	Cn1c(=O)c2c(ncn2CC(COCc2ccc(Cl)cc2)OCc2ccc(Cl)cc2)n(C)c1=O (stereo not given)	7	-2	19	-2	-13	-3	-1.6	47	1.2
6	CC1=NNC(=O)C1C(c1cccc(O)c1)C(C#N)C#N (stereo not given)	22	-3	0	3	-4	-9	3.5	-1	0.7
7	CC(C)OC(=O)N(C)C[C@@H]1OCc2ccccc2-c2c(n(C)c3ccccc23)C(=O)N([C@@H](C)CO)C[C@H]1C	-18	-1	2	·	·	6	·	-25	·
8	S=C(NCc1ccccc1)NCc1ccccn1	-7	-5	2	-3	-4	10	-0.3	-9	1.4
9	C/C(=N\NC(=O)CC1(C)OCCO1)c1cccs1	2	-3	1	-2	-6	2	1.4	-16	1.5
10	CN(CC(=O)Nc1ccccc1Cl)C1CCS(=O)(=O)C1 (stereo not given)	-12	-2	4	-2	0	11	1.4	0	0.8
11	CCC(CC)C(=O)N1CC(=O)Nc2ccc(F)cc2C1c1ccccc1 (stereo not given)	0	-8	0	-8	-14	6	-1.5	-4	-0.8
12	CC(C)C(c1nnnn1Cc1ccccc1)N(CCCO)Cc1cc2cc3c(cc2[nH]c1=O)OCO3 (stereo not given)	-4	-4	7	-6	-28	0	-0.7	-3	0.8
13	Cc1cccnc1Nc1nc(-c2ccc(O)cc2O)cs1	-8	-3	4	-5	-9	-2	0.5	-5	2.3
14	c1ccc(-c2csc(N3CCc4ccccc4C3)n2)cc1	-6	-2	73*	-10	-20	0	-0.5	-9	-0.7
15	Cc1cccc(-c2ncc(CN3CCN(C4CCCC4)C(CCO)C3)cn2)c1 (stereo not given)	8	-14	0	-19	-25	-13	1.2	18	2.3
16	Cc1ccccc1NC1=C/C(=N\S(=O)(=O)c2cccs2)c2ccccc2C1=O	6	-5	10	-3	-19	0	-2.4	24	-1.7
17	COc1ccccc1C(=O)NC(=O)CSc1nnnn1C	-11	-2	13	0	-4	13	1.2	-36	0.9
18	COc1cccc(NC(=O)COC(=O)/C=C/c2ccco2)c1	5	-1	3	-1	-9	-3	0.5	-14	0.4
19	CSc1ncccc1C(=O)N1CCCC(C(=O)c2cc(F)ccc2F)C1 (stereo not given)	-11	-4	-1	0	-19	5	1.2	6	0.9
20	COc1ccc(N2CCN(C(=O)CN3C(=O)NC4(CCCCCC4)C3=O)CC2)cc1	0	-4	3	-6	-9	-1	0.7	-12	0.6
21	c1ccc(COc2ccccc2CNC23CC4CC(CC(C4)C2)C3)cc1	13	-9	31	-13	-9	-20	4.8	-34	4.0
22	C/C(=N/NC(=O)c1cccs1)c1cccs1	-5	-2	-1	-8	-27	2	-2.2	-18	-0.1
23	CCOC(=O)COc1cccc2c(=O)n(CC(=O)N3CCN(C(=O)OCC)CC3)ccc12	-19	-7	-2	-5	6	13	-1.0	-36	-0.3
24	Cc1c(Cc2ccc3c(c2)OCO3)sc(NC(=O)C2CC2)c1C(N)=O	-5	1	13	0	12	7	1.1	-16	1.1
25	Cc1ccc(CSCCNC(=O)CN(c2cc(C)ccc2C)S(C)(=O)=O)cc1	17	-5	5	-22	-30	-9	-1.7	18	0.0
26	O=C(NCCC(=O)N1CCN(c2ccccc2F)CC1)c1ccco1	-2	-2	1	-5	-4	-1	0.0	4	0.9
27	Cc1noc(C)c1C(=O)Nc1sccc1C(N)=O	0	-2	3	-7	-8	2	1.0	5	0.3
28	Cc1ccccc1N/C(=N/S(=O)(=O)c1cc(F)ccc1F)c1ccccc1	6	-3	0	-9	-9	1	-1.1	-17	-0.5
29	CCN(CC)CCNC(=O)Cn1cnc2sc(C)c(S(=O)(=O)N3CCOCC3)c2c1=O	-12	-3	2	-3	-2	5	0.8	-11	1.5
30	COc1ccc(S(=O)(=O)NC2CC(=O)N(c3cccc(F)c3)C2)cc1OC (stereo not given)	-3	-4	0	-3	-7	1	-0.7	-13	-0.9
31	COc1ccc2sc(-c3ccccc3OC)c(-c3ccc(O)cc3)c2c1	-5	-5	1	-2	-21	2	0.2	28	-0.9
32	CCCNC(=O)Cn1c(-c2ccc(F)cc2)cc(C(=O)OCC)c1C	-9	2	6	-5	3	11	-1.6	0	-0.9
33	COC(=O)c1ccc(CSc2ccccc2NC(=S)Nc2cccc(SC)c2)o1	-12	-2	4	·	·	-1	·	21	·
34	O=C(Nc1cc(=O)[nH]c2nc(-c3ccccc3)nn12)c1ccccc1Cl	-27	-1	4	-16	-19	15	1.2	-6	-0.5
35	Cc1sccc1/C=N/NC(=O)c1ccco1	-11	-1	-1	0	-3	8	-0.9	-15	0.7
36	O=c1[nH]c2ccccc2nc1NCc1ccccc1	-19	-2	0	-8	-11	16	-2.4	-21	-0.3
37	O=C(COC(=O)Cc1cccs1)Nc1cccc(S(=O)(=O)N2CCOCC2)c1	-12	-2	0	-10	1	6	1.1	-7	-0.8
38	CCOC(=O)C1=C(COC(=O)c2ccc(OC(C)C)cc2)NC(=O)NC1C (stereo not given)	-9	-2	7	0	-12	2	0.2	-1	1.8
39	O=C(COC(=O)c1cncc(Br)c1)NC1CCCCCC1	18	-5	0	-7	-19	-6	-1.0	1	-0.6
40	CC(=O)Nc1ccc2[nH]c3ccccc3c2c1	-14	-1	7	0	-1	7	1.4	10	0.6
41	Cc1nonc1OCC(C)(COc1nonc1C)NC(=O)c1ccc(Cl)cc1	-8	7	9	-5	-16	12	-1.5	13	-0.3
42	Nc1c(C(=O)Nc2ccc(Cl)cc2)oc2ccccc12	-14	3	-3	-10	-17	10	-1.3	-20	-1.8
43	O=C(CCN1C(=O)c2ccccc2C1=O)Nc1ccc(-c2nc3ccccc3o2)cc1	-5	-2	8	-9	-7	5	0.6	3	0.1
44	O=C(COC(=O)c1ccc(CO)cc1)c1ccc(S(=O)(=O)N2CCCCC2)cc1	7	2	18	-12	-2	-2	6.4	47	7.3
45	COCc1[nH]nc2c1C1(C(=O)Nc3ccc(F)cc31)C(C#N)=C(N)O2 (stereo not given)	-3	-3	14	-5	-4	3	-0.3	7	1.0
46	N#Cc1cccnc1N1CCN(C(=O)c2cccs2)CC1	1	-5	1	·	·	5	·	2	·
47	Cc1noc(C)c1C(=O)NC1=NCCS1	-10	1	1	-9	-1	7	0.5	-4	0.4
48	CC(C)CN(C(=O)CSc1nncn1-c1ccccc1)c1c(N)n(CC(C)C)c(=O)[nH]c1=O	11	1	5	-5	-6	-2	-0.2	1	0.8

Part of the list above, set out differently:
47	Cc1noc(C)c1C(=O)NC1=NCCS1
41	Cc1nonc1OCC(C)(COc1nonc1C)NC(=O)c1ccc(Cl)cc1
44	O=C(COC(=O)c1ccc(CO)cc1)c1ccc(S(=O)(=O)N2CCCCC2)cc1
38	CCOC(=O)C1=C(COC(=O)c2ccc(OC(C)C)cc2)NC(=O)NC1C (stereo not given)
43	O=C(CCN1C(=O)c2ccccc2C1=O)Nc1ccc(-c2nc3ccccc3o2)cc1
46	N#Cc1cccnc1N1CCN(C(=O)c2cccs2)CC1
entry no.	47	41	44	38	43	46
M1 antag	-10	-8	7	-9	-5	1
CHRM1 agonist	1	7	2	-2	-2	-5
TAAR1 agonist	1	9	18	7	8	1
OXTR potentiator	-9	-5	-12	0	-9	·
CHO parental Ca	-1	-16	-2	-12	-7	·
CHRM1 PAM	7	12	-2	2	5	5
OXTR ag	0.5	-1.5	6.4	0.2	0.6	·
TAAR1 antagonist	-4	13	47	-1	3	2
V1aR counter	0.4	-0.3	7.3	1.8	0.1	·

Later entries:
#	SMILES	M1 antag	CHRM1 agonist	TAAR1 agonist	OXTR potentiator	CHO parental Ca	CHRM1 PAM	OXTR ag	TAAR1 antagonist	V1aR counter
49	CCCC(=O)NNc1cc(=O)c2c(=O)n(C)c(=O)n(C)c2[nH]1	-10	-3	-2	-7	-3	7	-0.6	8	0.7
50	COc1ccc(NC(C)C(=O)N2CCN(Cc3ccccc3)CC2)cc1 (stereo not given)	-9	-4	0	-3	-15	2	-0.5	-32	-0.2
51	COCC(C)(C)COS(N)(=O)=O	1	0	18	-5	0	6	0.0	-3	-0.3
52	CC1CCCCN1C(=O)Cn1nnc(-c2cccnc2)n1 (stereo not given)	9	-3	8	-6	-6	0	0.5	9	0.3
53	COCCNC(=O)c1ccc(N2CC3CC(C2)c2cccc(=O)n2C3)c(NC(=O)c2ccc(F)cc2)c1 (stereo not given)	-3	0	2	1	-8	6	-0.7	-11	0.9
